Rin1 Abl inh = inhibitors of human Rin1-Abl protein interaction | TR-FRET Rin1/Abl binding, biochemical | AID 588664 | 360,000 tested, 0.4% active | inhibition, % at 7.35 µM; in the data active = inhibition above about 5%, passing the limit was not always enough
Rpn11 inh = inhibitors of human proteasome Rpn11 | O00487 | AID 588493 | 360,000 tested, 0.59% active | human 26S proteasome, Ub4-pepOG fluorescence polarization; 20S core pre-blocked with epoxomicin | calls only at 20 µM;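 active = inhibition at 20 µM, scaled to each plate's controls, above about 33%, limit read from the data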
FAS TE block = inhibitors of human fatty acid synthase thioesterase domain; inhibition, % at 15 µM; 360,000 tested, 0.67% active; P49327; AID 602261; recombinant FAS-TE, OMFH fluorogenic substrate, fluorescence endpoint;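 active = compounds whose normalised, plate-corrected inhibition of enzyme fluorescence in the single-dose primary screen is 50% or more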;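 note: 0% = DMSO with enzyme and 100% = substrate without enzyme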
SKN-1 block = blocks SKN-1 activity in C. elegans | inhibition, % at 21.8 µM | 360,000 tested, 0.49% active | C. elegans VP596 Pgst-4::GFP/RFP ratio, acrylamide-induced, 24 h | AID 624304;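 active = interference check ratio from 0.5 to 1.5 plus GFP to RFP signal ratio inhibition reaching or exceeding a fixed threshold, cut at about 30% in these data, passing the limit was not always enough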; note: some compounds called inactive have numbers as strong as hits
Neddylation inh = cullin neddylation inhibition | P61081+Q13564 | TR-FRET cullin neddylation, biochemical | AID 651699 | calls only at 25 µM | 360,000 tested, 0.58% active; in the data active = inhibition above about 36%
MT1-MMP act inh = MT1-MMP (human) activation inhibition; P50281; 360,000 tested, 0.061% active; HT1080 RFP-PRO-GFP cells, GFP/RFP ratio fluorescence, overnight; percent of plate control window, DMSO zero; GFP/RFP ratio change, % at 20 µM;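 active = GFP/RFP ratio change of at least 30% with cell ATP level not reduced by more than half and red fluorescence within 50% of control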; note: strong numbers were not always called active
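Test system: HT1080 RFP-PRO-GFP cells; Benchmarks: DMSO and RFP-L50D-GFP cell wells; Timing: cells overnight before dosing, compound overnight, 37 °C, 5% CO2; Compound: one 20 µM compound dose with 1% DMSO; Read-out: GFP/RFP fluorescence ratio.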
NadD block = inhibitors of Staphylococcus aureus NadD | 360,000 tested, 0.78% active | inhibition, % at 20 µM | purified NadD enzyme, colorimetric absorbance read-out; in the data active = inhibition above about 26%; note: some compounds past the cut are filed as inactive
MLLE-PAM2 inh = inhibitors of microRNA-mediated deadenylation, human PABP1 MLLE binding | GST-MLLE / FITC-PAM2 fluorescence polarization | AID 588489 | inhibition, % at 20 µM | 360,000 tested, 0.36% active; in the data active = inhibition above about 35%, passing the limit was not always enough;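 note: plate controls were DMSO wells with GST-MLLE for no effect and wells lacking GST-MLLE protein for full effect; some results filed as inactive read as strong as hits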
Target sequence (P11940 whole entry, looked up): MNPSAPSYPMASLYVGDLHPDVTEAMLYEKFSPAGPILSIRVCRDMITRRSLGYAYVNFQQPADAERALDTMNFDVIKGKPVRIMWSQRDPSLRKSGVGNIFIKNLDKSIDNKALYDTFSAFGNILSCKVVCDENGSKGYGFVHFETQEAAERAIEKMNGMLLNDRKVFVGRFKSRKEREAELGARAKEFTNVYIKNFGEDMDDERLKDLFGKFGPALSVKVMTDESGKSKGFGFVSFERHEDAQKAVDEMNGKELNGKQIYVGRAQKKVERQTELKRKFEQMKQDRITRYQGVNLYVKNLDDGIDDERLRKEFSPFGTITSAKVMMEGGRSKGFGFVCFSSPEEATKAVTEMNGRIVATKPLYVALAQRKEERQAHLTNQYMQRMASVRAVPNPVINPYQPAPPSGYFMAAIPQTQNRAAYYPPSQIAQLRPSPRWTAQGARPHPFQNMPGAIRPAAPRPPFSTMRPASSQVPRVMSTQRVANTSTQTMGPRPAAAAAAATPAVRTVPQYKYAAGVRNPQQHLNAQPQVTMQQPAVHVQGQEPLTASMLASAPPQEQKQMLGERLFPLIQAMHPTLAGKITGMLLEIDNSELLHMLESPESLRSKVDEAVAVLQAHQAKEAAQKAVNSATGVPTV
CSN deneddyl inh = blocks human CSN-mediated cullin deneddylation; Q92905; Purified CSN, SCF-Nedd8-OG deneddylation, fluorescence polarization; inhibition, % at 12.5 µM; 360,000 tested, 0.38% active;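 active = pattern-corrected inhibition above about 35%, with an unprinted fluorescence ratio check between 0.5 and 1.5, limit read from the data, passing the limit was not always enough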;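 note: 0% = enzyme with substrate and 100% = substrate without enzyme; some results filed as inactive read as strong as hits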
Target sequence (Q92905 whole entry, looked up, one chain of several): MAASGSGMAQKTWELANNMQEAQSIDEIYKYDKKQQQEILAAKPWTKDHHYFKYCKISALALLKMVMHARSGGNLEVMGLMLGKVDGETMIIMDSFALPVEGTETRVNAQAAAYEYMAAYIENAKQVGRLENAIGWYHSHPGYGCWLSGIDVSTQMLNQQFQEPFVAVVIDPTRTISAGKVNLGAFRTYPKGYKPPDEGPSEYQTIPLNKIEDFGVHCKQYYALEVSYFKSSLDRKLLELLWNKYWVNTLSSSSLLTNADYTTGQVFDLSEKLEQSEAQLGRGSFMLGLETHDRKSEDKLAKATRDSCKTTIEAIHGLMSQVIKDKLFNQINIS
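Assay system: Purified human Csn5 enzyme expressed in HEK293T cells | Amount: Enzyme 0.24 nM | Measured by: Fluorescence polarization readout | Medium: Tris/NaCl/DTT buffer, pH 7.5 | Compound dosing: One concentration, 12.5 µM, 0.25% DMSO | Times: 90 min incubation of compound, enzyme and substrate at room temperature | Control set: no-enzyme wells high, enzyme-with-substrate wells low | Read-out: % inhibition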
* hit, by the source's call; i = inactive; . = not tested or not shown; + = active, no number. Rows are unselected; any-hit rate near 3.9%.

Under each structure – Rin1 Abl inh	Rpn11 inh	FAS TE block	SKN-1 block	Neddylation inh	MT1-MMP act inh	NadD block	MLLE-PAM2 inh	CSN deneddyl inh
1. CCCCC(CC)C(=O)NCc1ccc(F)cc1 (configuration not stated)
→ 0	i	-4	0	i	-1	-4	5	-17
2. CCC(=O)NCCc1cc2ccc(C)cc2[nH]c1=O
→ -4	i	-5	-8	i	3	2	-7	1
3. Cc1ccc(-c2nnc(Nc3ccc(CC(N)=O)cc3)c3ccccc23)cc1S(N)(=O)=O
→ -4	i	-4	-3	i	-1	2	1	6
4. COC(=O)c1c(-c2cccnc2)csc1NC(=O)c1ccc2c(c1)OCO2
→ -10	+	-10	10	i	-5	6	-38	10
5. COc1ccc(C(=O)OCC(=O)N2CC(=O)Nc3ccccc32)cc1Br
→ -1	i	-7	11	i	-1	-1	-20	7
6. Cc1cc(C(F)(F)F)nc(NCc2cccnc2)n1
→ 0	i	-5	-2	i	.	-3	-13	2
7. CCc1nccn1S(=O)(=O)c1cc(C)c(OC)cc1C
→ -3	i	-8	8	i	0	-4	-5	-1
8. CN1C(C(=O)Nc2ccccn2)=C(O)c2sc(Cl)cc2S1(=O)=O
→ -1	i	1	4	i	0	1	13	2
9. COCCNC(=O)C1(C)CCCN(CCSc2ccccc2)C1 (configuration not stated)
→ 0	i	-7	22	i	2	6	7	-7
10. Cn1c(NC(=O)c2ccc(F)cc2)c(-c2ccccn2)c(=O)c2ccccc21
→ -2	i	-4	8	i	1	2	-15	-5
11. O=C(NCCOc1ccccc1)C1CCCN1C(=O)c1cccs1 (configuration not stated)
→ 0	i	-4	-16	i	0	-4	3	-2
12. CCOc1ccc(-c2[nH]nc3c2C(c2ccc(O)cc2)C(C#N)=C(N)O3)cc1 (configuration not stated)
→ 0	i	-1	19	i	3	2	-1	-6
13. COc1ccc(C(=O)CSc2ncnc3nc[nH]c23)cc1
→ 6	i	-7	-21	i	2	-7	-7	1
14. C/C(CCc1ccc2c(c1)OCO2)=N\N=C1\NC(=O)CC(C(=O)Nc2ccccc2)S1 (configuration not stated)
→ 2	i	-4	-2	i	-2	6	-12	-1
15. CCOc1ccc(OCC)c(S(=O)(=O)n2cc(C)nc2CC)c1
→ 0	i	-1	-5	i	-2	-3	12	-5
16. CC(=O)N1CCOCC1c1cc(C(=O)Nc2ccccc2)no1 (configuration not stated)
→ -2	i	-5	-2	i	1	1	12	-5
17. COc1ccc(CC(=O)Nc2cccc(C(C)=O)c2)cc1S(=O)(=O)N1CCOCC1
→ 4	i	-8	-7	i	0	-3	1	-4
18. O=C(Nc1nc2ccccc2s1)c1ccccc1
→ 2	i	0	65*	i	-2	3	3	-1
19. CC(=O)Nc1ccc(S(=O)(=O)NCCC(=O)OCCN2C(=O)c3ccccc3C2=O)cc1
→ -2	i	6	-9	i	1	-7	0	-5
20. O=C(CN1C(=O)c2cccc3cccc1c23)Nc1ccc2c(c1)OCO2
→ 0	i	3	7	i	3	4	-5	-2

Already shown: 12 of the compounds above.
Under each structure – Rin1 Abl inh	Rpn11 inh	FAS TE block	SKN-1 block	Neddylation inh	MT1-MMP act inh	NadD block	MLLE-PAM2 inh	CSN deneddyl inh
9. COCCNC(=O)C1(C)CCCN(CCSc2ccccc2)C1 (configuration not stated)
→ 0	i	-7	22	i	2	6	7	-7
10. Cn1c(NC(=O)c2ccc(F)cc2)c(-c2ccccn2)c(=O)c2ccccc21
→ -2	i	-4	8	i	1	2	-15	-5
11. O=C(NCCOc1ccccc1)C1CCCN1C(=O)c1cccs1 (configuration not stated)
→ 0	i	-4	-16	i	0	-4	3	-2
12. CCOc1ccc(-c2[nH]nc3c2C(c2ccc(O)cc2)C(C#N)=C(N)O3)cc1 (configuration not stated)
→ 0	i	-1	19	i	3	2	-1	-6
13. COc1ccc(C(=O)CSc2ncnc3nc[nH]c23)cc1
→ 6	i	-7	-21	i	2	-7	-7	1
14. C/C(CCc1ccc2c(c1)OCO2)=N\N=C1\NC(=O)CC(C(=O)Nc2ccccc2)S1 (configuration not stated)
→ 2	i	-4	-2	i	-2	6	-12	-1
15. CCOc1ccc(OCC)c(S(=O)(=O)n2cc(C)nc2CC)c1
→ 0	i	-1	-5	i	-2	-3	12	-5
16. CC(=O)N1CCOCC1c1cc(C(=O)Nc2ccccc2)no1 (configuration not stated)
→ -2	i	-5	-2	i	1	1	12	-5
17. COc1ccc(CC(=O)Nc2cccc(C(C)=O)c2)cc1S(=O)(=O)N1CCOCC1
→ 4	i	-8	-7	i	0	-3	1	-4
18. O=C(Nc1nc2ccccc2s1)c1ccccc1
→ 2	i	0	65*	i	-2	3	3	-1
19. CC(=O)Nc1ccc(S(=O)(=O)NCCC(=O)OCCN2C(=O)c3ccccc3C2=O)cc1
→ -2	i	6	-9	i	1	-7	0	-5
20. O=C(CN1C(=O)c2cccc3cccc1c23)Nc1ccc2c(c1)OCO2
→ 0	i	3	7	i	3	4	-5	-2

The list goes on:
Under each structure – Rin1 Abl inh	Rpn11 inh	FAS TE block	SKN-1 block	Neddylation inh	MT1-MMP act inh	NadD block	MLLE-PAM2 inh	CSN deneddyl inh
21. O=c1c2cc(-c3ccccc3)sc2ncn1/N=C/c1ccco1
→ -5	i	10	44*	i	-2	-3	-1	3
22. NC(Cc1ccc(Cl)cc1)c1csc(NC(=O)Nc2ccccc2)n1 (configuration not stated)
→ -2	i	1	6	i	8	3	-3	-2
23. CCOC(=O)c1cc2c(nc1C)-c1cc(Cl)cc(Cl)c1OC2O (configuration not stated)
→ -1	i	-9	-17	i	1	0	-8	-1
24. COC(=O)[C@@]12CCCCN1[C@H](c1ccc(-c3ccc(C(C)=O)cc3)c(OC)c1)[C@@H]1C(=O)N(C)C(=O)[C@@H]12
→ 4	i	19	-2	i	-2	-4	15	2
25. CCN1C(=O)C2C(c3cccc(F)c3)NC(C)(C(=O)OC)C2C1=O (configuration not stated)
→ 3	i	-10	-6	i	1	1	-2	0
26. COc1ccc(-c2nc3c(c(SCC(=O)Nc4cccc(O)c4)n2)Cc2c(CO)cnc(C)c2O3)cc1
→ 0	i	-9	12	i	5	50*	-16	34
27. O=C(c1ccc(Cl)c(S(=O)(=O)N2CCOCC2)c1)N1CCN(c2ccccc2)CC1
→ -6	i	-3	-2	i	1	-11	-8	-1
28. O=C(Nc1cccc(NC(=O)c2c(F)cccc2F)n1)c1c(F)cccc1F
→ 1	i	10	-1	i	2	-1	10	0
29. CC12CCC(C(=O)N(NC(=O)c3ccccc3Cl)C1=O)C2(C)C (configuration not stated)
→ 2	i	-9	12	i	-1	-2	9	1
30. Cc1cccc(NC(=O)CC2SC(=NC3CCCCC3)NC2=O)c1 (configuration not stated)
→ 0	i	0	3	i	4	1	-11	4
31. CC(C)NCC(O)COCCOc1ccc(Br)cc1 (configuration not stated)
→ 1	i	-9	-8	i	3	-7	0	-6
32. CN(c1ccc(C(=O)NCCc2ccccc2)cc1)S(C)(=O)=O
→ -6	i	-9	20	i	5	-2	4	-2
33. Cc1cc(NC(=O)CSc2nc(-c3ccco3)cc(C(F)(F)F)n2)n(-c2ccccc2)n1
→ 2	i	-2	5	i	-10	-2	9	4
34. CCc1nc(SCC(=O)Nc2nnc(CC)s2)c2c(C)c(C)sc2n1
→ 0	i	-12	5	i	2	-4	-3	9
35. COc1ccc(C(=O)N2CCOC2CNC(=O)C(=O)NCc2ccc(F)cc2)cc1 (configuration not stated)
→ -2	i	-4	8	i	-3	-1	2	-1
36. CCn1c(O)c(C=C2N=c3ccccc3=N2)sc1=S
→ -4	i	-4	9	i	-6	9	-19	1
37. CCOC(=O)CNc1ccc2c(c1)OCO2
→ 0	i	-5	10	i	-77	15	127	-46
38. C=CCn1c(COc2ccc3c(c2)CCCC3)nnc1SCC(=O)Nc1cccc(SC)c1
→ -2	i	29	-10	i	9	12	-71	2
39. COc1ccccc1-n1cnc2c(c1=O)c1nc3ccccc3nc1n2CCc1ccccc1
→ 2	i	22	7	i	-3	19	13	3
40. O=C(COC(=O)CCCOc1ccc(Cl)cc1Cl)NCc1ccccc1
→ 0	i	-6	8	i	1	-7	-3	-5
41. Cc1cc2c(o1)CC(C)(C)CC2=O
→ 1	i	-4	3	i	-1	-1	3	-2
42. CC(=O)n1cc([C@@H]2C=C(C(=O)O)O[C@H](OCc3ccc(CO)cc3)C2)c2ccccc21
→ 1	i	-8	-2	i	0	-4	5	2
43. Cc1ccc(N(C(=O)c2snc(C(N)=O)c2N)C(C(=O)NC2CCCC2)c2ccncc2)cc1 (configuration not stated)
→ 2	i	1	-1	i	5	2	-1	-4
44. COc1ccc(NS(=O)(=O)c2ccc(C)c(C(=O)NCc3ccccc3CN3CCCC3)c2)cc1
→ -4	i	-2	22	i	1	0	-28	1
45. CC1CCN(C(=O)Cn2nc(C(F)(F)F)c3c2CCCC3)CC1
→ -2	i	3	3	i	-2	0	12	-3
46. CCC1C2CN(C(C)=O)CC=C2C(C#N)=C(N)C1(C#N)C#N (configuration not stated)
→ 0	i	-4	10	i	-15	-1	18	3
47. CCC1(CC)N([O-])C(C)=C(c2ccccc2)[N+]1=O
→ 1	i	-7	-24	i	0	0	-80	0
48. COc1ncnc2c1N[C@@](C)(O)c1c(F)c(F)c(F)c(F)c1S2
→ 1	i	10	-14	i	9	1	2	6
49. CCOC1=C2CN(S(=O)(=O)c3ccc(C)cc3)[C@@H](c3cccc4ccccc34)C[C@H]2[C@H]2C(=O)N(c3ccccc3)C(=O)[C@H]2C1
→ 5	i	88*	0	i	3	11	7	3
50. COC(=O)c1ccc(Cc2ccc(C(=O)OC)o2)o1
→ -3	i	-4	10	i	-4	6	-3	0
51. CCOC(=O)C1CCCN(Cc2ccc(OC)c(OCc3ccccc3)c2)C1 (configuration not stated)
→ 2	i	2	4	i	1	-6	-6	-2
52. O=CN1CCN(C(=O)c2ccc(Br)o2)CC1
→ -1	i	-6	11	i	-3	1	-8	0
53. Cc1ccc2c(=O)cc(C(F)F)oc2c1
→ 2	i	-4	15	i	2	-3	9	2
54. O=S(=O)(NCCC1=CCCCC1)c1ccc(Br)cc1
→ 2	i	27	2	i	-1	-2	10	-2

Screens (PubChem BioAssay)
